M5 ag – human M5 muscarinic receptor agonists, primary screen, CHO-K1 cells, Fluo-8 calcium fluorescence; CHO-K1 hM5 cells; 0% DMSO wells, 100% maximal acetylcholine response; 0.19% of 360,000 active; Muscarinic acetylcholine receptor M5 (Homo sapiens), P08912; activation, % at 3 µM;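 active = activation above the run's mean over test compounds plus 3 SD, cut at about 23% in these data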;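 also: signal is peak over basal fluorescence ratio across the kinetic read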
CHRM5 antagonist – human M5 muscarinic receptor antagonists, primary screen, CHO cells, Fluo-8 calcium fluorescence | CHO-hM5 cells, ACh EC80 | 0.59% of 360,000 active | Muscarinic acetylcholine receptor M5 (Homo sapiens), P08912 | inhibition, % at 3 µM;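 active = inhibition above a per-plate cutoff, the mean of that plate's test compounds plus 3 SD, cut at about 27% in these data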;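 also: 0% = acetylcholine EC80 with DMSO and 100% = DMSO without agonist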
M4 PAM – human M4 muscarinic receptor positive allosteric modulators, primary screen, CHO-K1 cells, Fluo-8 calcium fluorescence | Muscarinic acetylcholine receptor M4 (Homo sapiens), P08173 | CHO-K1 hM4/Gqi5, ACh EC20; 0% = ACh EC20, 100% = maximal ACh | activation, % at 3 µM | 0.4% of 360,000 active | AID 624126, 2012;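 active = activation above its plate's cutoff, the mean activation of sample wells plus 3 SD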; also: some results filed as inactive read as strong as hits
CHRM4 agonist – human M4 muscarinic receptor agonists, primary screen, CHO-K1 cells, Fluo-8 calcium fluorescence. Muscarinic acetylcholine receptor M4 (Homo sapiens), P08173. CHO-K1 hM4/Gqi5; vehicle 0%, full acetylcholine response 100%. activation, % at 3 µM. 0.14% of 360,000 active;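 active = activation above the run mean over all test wells plus 3 SD, cut at about 32% in these data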;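 also: peak over basal fluorescence ratio per well then scaled between controls; 0% = DMSO wells and 100% = acetylcholine at EC100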
IDE cell inh – human IDE inhibitors in live cells, primary screen, fluorescence polarization, HEK cells, FAbetaB substrate; FAbetaB cleavage; inhibition, % at 5.59 µM; 0.41% of 320,000 active; AID 434962, 2010;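 active = percent inhibition above the average of all tested compounds plus 3 SD, set per screening campaign, cut at about 16% in these data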;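 also: IDE supplied by intact live HEK cells; FP after avidin binding of uncleaved biotin substrate so inhibition keeps polarization high; 0% = DMSO wells and 100% = 60 µM reference IDE inhibitor Ii1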
Target sequence (P14735 whole entry, looked up): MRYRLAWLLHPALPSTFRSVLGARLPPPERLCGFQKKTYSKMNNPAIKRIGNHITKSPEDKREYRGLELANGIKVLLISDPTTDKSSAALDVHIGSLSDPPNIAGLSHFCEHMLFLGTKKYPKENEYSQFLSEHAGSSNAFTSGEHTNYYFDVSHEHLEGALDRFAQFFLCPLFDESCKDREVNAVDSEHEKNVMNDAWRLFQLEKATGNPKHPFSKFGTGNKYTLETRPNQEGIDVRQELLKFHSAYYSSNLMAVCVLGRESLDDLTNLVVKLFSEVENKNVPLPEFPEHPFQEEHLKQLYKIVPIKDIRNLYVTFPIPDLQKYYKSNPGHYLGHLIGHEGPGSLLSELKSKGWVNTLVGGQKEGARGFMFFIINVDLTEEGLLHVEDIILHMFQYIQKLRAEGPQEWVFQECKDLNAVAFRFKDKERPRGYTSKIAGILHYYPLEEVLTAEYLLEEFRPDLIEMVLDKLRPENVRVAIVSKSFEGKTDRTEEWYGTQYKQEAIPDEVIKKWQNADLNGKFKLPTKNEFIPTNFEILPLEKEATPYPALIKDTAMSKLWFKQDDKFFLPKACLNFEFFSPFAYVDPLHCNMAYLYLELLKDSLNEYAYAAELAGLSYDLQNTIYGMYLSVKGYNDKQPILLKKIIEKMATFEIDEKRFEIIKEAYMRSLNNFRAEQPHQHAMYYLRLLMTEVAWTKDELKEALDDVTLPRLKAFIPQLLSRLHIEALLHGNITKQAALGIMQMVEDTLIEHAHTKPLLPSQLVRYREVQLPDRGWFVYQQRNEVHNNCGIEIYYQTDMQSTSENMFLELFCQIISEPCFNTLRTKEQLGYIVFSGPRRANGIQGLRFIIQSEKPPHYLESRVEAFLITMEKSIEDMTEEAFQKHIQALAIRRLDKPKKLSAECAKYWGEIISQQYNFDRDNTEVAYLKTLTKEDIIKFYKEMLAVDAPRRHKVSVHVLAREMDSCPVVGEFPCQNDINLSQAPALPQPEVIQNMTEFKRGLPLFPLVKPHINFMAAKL
CRFBP-R2 agonist – agonists of CRF-BP/CRF-R2 complex, primary screen, cell-based, HEK293, calcium dye fluorescence, uHTS | calcium dye fluorescence (FLIPR); percent of saturating CRF peptide response | activation, % at 13.2 µM | 0.46% of 350,000 active;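 active = activation of at least 50%, plus an integration ratio under a set limit after plate pattern correction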;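 also: plate controls were neutral control wells without compound for no effect and CRF at EC100 for full effect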
M4 antag – human M4 muscarinic receptor antagonists, primary screen, CHO cells, Fluo-8 calcium fluorescence; CHO-hM4 cells, ACh EC80; inhibition, % at 3 µM; 0.73% of 360,000 active;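 active = inhibition above its plate's cutoff, the mean inhibition of sample wells plus 3 SD, cut at about 27% in these data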;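 also: 0% = acetylcholine EC80 with DMSO and 100% = DMSO without agonist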
CRFR2-BP antag – antagonists of CRF-BP/CRF-R2 complex, primary screen, cell-based, HEK293, calcium dye fluorescence, uHTS; inhibition, % at 11.8 µM; 0.59% of 350,000 active; CRF-induced calcium fluorescence; AID 588475, 2011;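 active = inhibition of the ligand-induced calcium signal above about 50% at the single tested concentration, limit read from the data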
CHRM5 PAM – human M5 muscarinic receptor positive allosteric modulators, primary screen, CHO-K1 cells, Fluo-8 calcium fluorescence; Muscarinic acetylcholine receptor M5 (Homo sapiens), P08912; CHO-K1 hM5, ACh EC20 PAM; 0% = ACh EC20, 100% = ACh EC100; activation, % at 3 µM; 0.3% of 360,000 active;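 active = activation above the run cutoff, the mean activation of all test compounds plus 3 SD, cut at about 18% in these data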
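Assay system: CHO-K1 hM5 cells. Also added: acetylcholine at EC20 concentration, added after compound. Dosing: 3 µM, single dose. Times: compound preincubation 140 s before EC20 acetylcholine addition. Signal: Fluo-8 calcium fluorescence. Measure: % activation relative to EC20 and EC100 ACh responses. Repeats: singlicate, one well per test compound.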
An asterisk follows results filed as active; nt = no result given.

SMILES | M5 ag | CHRM5 antagonist | M4 PAM | CHRM4 agonist | IDE cell inh | CRFBP-R2 agonist | M4 antag | CRFR2-BP antag | CHRM5 PAM
CC(Oc1ccc(F)cc1F)C(=O)/C=C/N(C)C (configuration not stated) | 3 | -1 | -6 | 2 | 5 | -0.8 | 1 | 5 | -1
Fc1ccc(Nc2nc(NCc3ccco3)c3ccccc3n2)cc1 | -9 | 19 | -41 | 13 | 7 | -0.4 | 18 | -9 | -14
Cn1c(=O)c(Sc2ccccc2)c(O)c2ccccc21 | 3 | 11 | -1 | 0 | 3 | 0.6 | -5 | -10 | 0
CN(C)c1ccc(-c2csc(C(O)c3ccc(F)c(F)c3)n2)cc1 (configuration not stated) | 50* | 37* | -15 | 102* | nt | nt | 46* | nt | -18
CCOc1ccc(C(C(=O)NCC2CCCO2)N(Cc2cccc(OC)c2)C(=O)c2snc(C(N)=O)c2N)cc1 (configuration not stated) | -1 | 1 | -7 | 2 | 5 | -1.8 | -3 | 2 | 5
CC1CN(C)C(C)CC1NCc1ccc2c(c1)OCO2 (configuration not stated) | -11 | -16 | -6 | 2 | -2 | 0.4 | -11 | 5 | 11
CCn1c(CNc2cccc(C(F)(F)F)c2)n[nH]c1=S | -3 | -3 | 5 | 2 | -3 | 0.4 | -8 | -4 | 2
COc1ccc(N(Cc2cc(=O)[nH]c3ccccc23)C(=O)C(C)C)cc1 | -2 | 4 | 2 | 0 | 3 | -2.2 | 1 | 5 | 1
c1n[nH]c(SCCCCSc2ncn[nH]2)n1 | 1 | -1 | 10 | 2 | -1 | -0.3 | -4 | 33 | 5
Cc1ccc(N/N=C(\C#N)C(=N)N2CCCCC2)cc1 | -3 | 11 | -16 | 2 | 3 | -0.9 | 3 | 6 | -4
O=C(CC[C@H]1O[C@@H](n2ccc(=O)[nH]c2=O)[C@H](O)[C@@H]1O)N[C@@H](Cc1ccccc1)C(=O)NCC1CCCCC1 | 1 | -8 | -3 | 1 | nt | nt | 1 | nt | 9
CCOC(=O)c1cc2c(=O)n3ccccc3nc2n(C)c1=NC(=O)c1c(-c2c(F)cccc2Cl)noc1C | 0 | 6 | -7 | 0 | -1 | -0.3 | 6 | 7 | 1
O=C(Nc1ccc(Br)cc1)c1cccc(-n2cnnn2)c1 | 0 | -3 | -1 | 8 | 0 | 3.8 | -9 | 2 | 5
O=c1oc(CCCO)cc2ccccc12 | 8 | -3 | 8 | 0 | -2 | 0.5 | 0 | -1 | -2
COc1ccc(C(O)(C(C)C)C(CN2CCOCC2)c2ccccc2)cc1 (configuration not stated) | -3 | 0 | 4 | 0 | nt | -0.5 | -11 | -4 | 4
C#CCCCCCCC#CCN(C)C | 0 | 9 | -1 | 3 | -2 | 2.0 | -2 | -7 | -4
COc1ccc2[nH]c3ccc(OC)cc3c2c1 | -11 | 0 | -1 | 0 | -1 | 0.1 | 2 | 5 | -9
COc1ccc(CNC(=O)C(=O)NCCC2CCCCN2S(=O)(=O)c2cccs2)cc1 (configuration not stated) | 0 | 10 | -7 | 7 | -1 | 0.7 | -6 | 9 | -3
O=C(CSc1ccc2ccccc2n1)c1ccccc1 | -2 | 9 | -10 | -1 | 5 | 0.5 | -12 | 6 | -2
Cc1cc(Cl)c(S(=O)(=O)NCc2cccnc2)cc1OCC(=O)NC1CCCCC1 | -2 | -2 | 2 | 1 | 3 | 0.4 | -7 | 1 | -1
COc1ccc(C2c3c(ccc4ccccc34)Oc3ncn4nc(-c5ccco5)nc4c32)cc1 (configuration not stated) | -1 | -4 | 2 | 0 | -1 | 14 | -2 | 3 | -2
CCc1nnc(NC(=O)CSc2nnc(C3CCCCC3)n2-c2ccccc2)s1 | -3 | 1 | 0 | 0 | -1 | -0.1 | -4 | 4 | 4
CCOc1ccc(NC(=O)CCNS(=O)(=O)c2ccc3c(c2)c(=O)n(C)c(=O)n3C)cc1 | -6 | 2 | -6 | 1 | 1 | -1.2 | 13 | 4 | -1
COc1ccc(CC(=O)Nc2ccc(-c3noc(COc4ccccc4C)n3)cc2)cc1 | -2 | -2 | 11 | 1 | 0 | 5.0 | 4 | -1 | 7
COc1ccc(OCC(=O)N2c3ccccc3CC2C)c([N+](=O)[O-])c1 (configuration not stated) | 0 | 11 | 2 | 6 | 6 | -3.7 | -7 | 1 | 3
Following part.
SMILES | M5 ag | CHRM5 antagonist | M4 PAM | CHRM4 agonist | IDE cell inh | CRFBP-R2 agonist | M4 antag | CRFR2-BP antag | CHRM5 PAM
Cc1ccccc1-c1n[nH]c(=S)n1/N=C/C=C/c1ccco1 | -16 | -8 | -11 | 0 | 0 | -0.6 | 12 | 7 | 3
C=C(C)CSc1nc2ccccc2[nH]1 | 1 | 1 | 4 | 0 | 1 | -1.6 | 3 | -2 | 4
COc1cc(C(=S)N2CCCCC2)ccc1OCC(=O)Nc1ccc(F)cc1 | 2 | -4 | 8 | 11 | -3 | -2.8 | 6 | -9 | -5
COc1ccc(C(=O)C2CCCN(C(=O)/C=C/c3ccccn3)C2)c(C)c1 (configuration not stated) | -1 | 2 | -5 | 1 | -2 | -0.2 | 5 | -16 | -5
CCO[C@@H]1OC(C(=O)N2CCN(Cc3ccccc3)CC2)=C[C@H](C)[C@H]1CCCO | -3 | 7 | 8 | 1 | 0 | -0.7 | -1 | 9 | 11
CCS(=O)(=O)N1CCC(C(=O)Nc2cccc(C(C)=O)c2)CC1 | 2 | 3 | 0 | 1 | 1 | 0.8 | 0 | 12 | 2
CC(=O)N1CCN=C1SCc1ccc(C(F)(F)F)cc1 | -5 | 12 | 0 | 0 | 3 | -0.6 | -1 | -6 | -5
CCC(C)NC(=S)N(Cc1cc2cc(C)ccc2n2nnnc12)CC(C)(C)NC(C)C (configuration not stated) | -1 | 13 | -9 | 1 | 1 | -0.9 | 2 | -11 | -10
N=c1c2ccccc2nnn1-c1cccc(C(F)(F)F)c1 | 0 | -22 | 2 | 2 | 0 | -2.8 | -10 | -10 | 5
C=CCN(C(=O)Nc1ccc(OC)cc1)c1nnc(-c2ccncc2)s1 | 1 | 12 | -3 | 5 | 4 | 1.4 | 0 | -32 | -7
COc1ccccc1NC(=S)NCc1ccccc1Cl | -13 | -2 | -6 | 0 | 1 | -1.8 | 1 | 27 | 0
O=C(C1=C[C@H](C2CC2)C[C@H](OCc2ccc(CO)cc2)O1)N1CCN(Cc2ccccc2)CC1 | 1 | 2 | 9 | 2 | -4 | -3.0 | -8 | 5 | -1
COC(=O)CN1C(=O)COc2ccc(S(=O)(=O)N3CCCCC3)cc21 | -1 | 5 | 5 | 0 | nt | -0.6 | 3 | -4 | 0
Cc1nc2c(C#N)c[nH]n2c(=O)c1Cc1ccccc1 | 2 | 2 | 4 | 0 | 1 | 1.9 | -1 | -18 | -3
Cc1cnc(C(=O)OCC(=O)c2cc(C)n(CCc3ccc(F)cc3)c2C)cn1 | -1 | -1 | 2 | 1 | nt | -0.5 | 7 | 6 | -2
O=C(Cn1c2ccccc2c(=O)c2ccccc21)N/N=C/c1cc([N+](=O)[O-])ccc1N1CCCCCC1 | -7 | 1 | -5 | 0 | 1 | 10 | 5 | -15 | -4
Cc1cc(OCc2nc(-c3cccnc3)no2)c(C)cc1Br | 0 | -4 | 6 | 1 | 1 | 0.0 | 7 | -4 | 2
O=C(COC(=O)c1ccccc1Cc1ccccc1)Nc1ccc(SC(F)F)cc1 | -3 | 2 | -13 | 0 | -2 | 11 | 14 | -36 | -11
O=C(Oc1ccccc1N1C(=O)C2CCCCC2C1=O)c1ccccc1F (configuration not stated) | 0 | 0 | 0 | 0 | 4 | -2.0 | 1 | -4 | -3
CN(C)C(=O)c1cc(C(=O)c2ccc(C(F)(F)F)cc2)c[nH]1 | -3 | 6 | -1 | 1 | 1 | -0.1 | -3 | 0 | -1
O=C1CC(C(=O)N2CCN(c3ccccc3Cl)CC2)CN1Cc1ccccc1 (configuration not stated) | 2 | 6 | 6 | 6 | 9 | -0.3 | -5 | -2 | 2
O=c1c(C(c2ccc(O)cc2)c2c(O)nc3n(c2=O)CCCS3)c(O)nc2n1CCCS2 | -1 | -1 | -2 | -1 | 1 | -1.4 | -3 | 14 | 2
C=C(C)COc1ccc2c(C)c(CCC(=O)NC3CC3)c(=O)oc2c1 | 9 | -9 | 4 | 12 | -2 | -1.3 | -8 | 5 | -2
COC(=O)COc1ccc(-c2nccc(-c3ccccn3)n2)cc1 | 0 | 1 | -7 | 0 | 3 | 0.2 | 0 | -6 | -3
CCN(CC)CCn1c(=S)[nH]c2ccc(Cl)cc2c1=O | -7 | 14 | 2 | 1 | 3 | -1.8 | -4 | -9 | -5

Taken from above:
In CHRM4 agonist, C=C(C)COc1ccc2c(C)c(CCC(=O)NC3CC3)c(=O)oc2c1 has the entry 12
In IDE cell inh, C=CCN(C(=O)Nc1ccc(OC)cc1)c1nnc(-c2ccncc2)s1 has the entry 4

Returning to the listing, repeating the 2 entries before the break.
SMILES | M5 ag | CHRM5 antagonist | M4 PAM | CHRM4 agonist | IDE cell inh | CRFBP-R2 agonist | M4 antag | CRFR2-BP antag | CHRM5 PAM
COC(=O)COc1ccc(-c2nccc(-c3ccccn3)n2)cc1 | 0 | 1 | -7 | 0 | 3 | 0.2 | 0 | -6 | -3
CCN(CC)CCn1c(=S)[nH]c2ccc(Cl)cc2c1=O | -7 | 14 | 2 | 1 | 3 | -1.8 | -4 | -9 | -5
Fc1cc(Br)ccc1COc1ccc(-c2nnco2)cc1 | -7 | -2 | 3 | 1 | -4 | -0.9 | 1 | 5 | -6
c1ccc(CNc2c3ccccc3nc3ccccc23)cc1 | 0 | 1 | -5 | 6 | -3 | 11 | 8 | -8 | 4
CCN(CC(=O)Nc1c(F)cccc1F)C(=O)Cc1csc(-c2ccccc2)n1 | 4 | 11 | 8 | 1 | -1 | -0.6 | -7 | 3 | -2
Cc1ccc(/C=N/NC(=O)c2nnn(-c3nonc3N)c2CN(C)C)s1 | -4 | 9 | 8 | 1 | 1 | -1.4 | -13 | -1 | -1
COc1cccc(-c2cnc3c(NC(C)=O)cc(-c4cccc(C(=O)NCCO)c4)cn23)c1 | 0 | 11 | -11 | 8 | nt | nt | 5 | nt | -8
COc1ccc(C(=O)NCC(=O)N/N=C/c2ccc(C)o2)cc1OC | -4 | 6 | -2 | 0 | -2 | 0.3 | 13 | 10 | 5
O=[N+]([O-])c1cccc(-c2ccc(/C=N/NC(=S)Nc3ccccc3)o2)c1 | -4 | 1 | 6 | 3 | 6 | 3.6 | -8 | 13 | -8
CN(c1ccc(C(=O)N2CCCCC2)cc1)S(=O)(=O)c1ccccc1 | 6 | 8 | -6 | 9 | 4 | 3.1 | -1 | -4 | -11
CCN(CC)CCN1C(=O)C(=O)/C(=C(/O)c2ccc(S(=O)(=O)N3CCOCC3)cc2)C1c1ccc(C(C)(C)C)cc1 (configuration not stated) | -4 | 0 | 2 | 1 | 4 | 3.8 | -28 | 8 | -4
CC(=O)O/N=C/c1c(N2CCOCC2)n(C)c2ccccc12 | 0 | 1 | 12 | 0 | -6 | -2.1 | -6 | -2 | 0
CCOc1ccc(/C=N/n2c(-c3ccccc3)n[nH]c2=S)cc1 | -5 | 5 | 5 | -1 | 1 | 1.4 | -5 | 3 | 2

Screens: PubChem BioAssay, several laboratories
